ATG4B inh: ATG4B protease inhibitors, primary screen, biochemical, fluorescence, uHTS; Cysteine protease ATG4B (Homo sapiens), Q9Y4P1; ATG4B cleavage of LC3-PLA2, NBD-HPC fluorescence, 1 h; inhibition, % at 8.33 µM; 340,000 compounds, 0.51% hits; AID 504462, 2011; in the data active = inhibition above about 40%
Target sequence (Q9Y4P1 whole entry, looked up): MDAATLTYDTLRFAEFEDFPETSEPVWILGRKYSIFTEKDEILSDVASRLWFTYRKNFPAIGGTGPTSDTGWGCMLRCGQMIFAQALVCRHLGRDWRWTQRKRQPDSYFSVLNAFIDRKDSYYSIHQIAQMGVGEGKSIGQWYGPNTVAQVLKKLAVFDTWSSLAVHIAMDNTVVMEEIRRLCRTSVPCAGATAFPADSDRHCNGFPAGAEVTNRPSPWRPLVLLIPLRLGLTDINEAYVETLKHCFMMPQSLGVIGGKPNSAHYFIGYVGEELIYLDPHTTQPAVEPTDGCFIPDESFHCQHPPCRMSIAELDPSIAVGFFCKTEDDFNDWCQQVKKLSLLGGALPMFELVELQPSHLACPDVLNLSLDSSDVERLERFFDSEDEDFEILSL
SENP7 inh: SENP7 protease inhibitors, primary screen, biochemical, luminescence, uHTS; Sentrin-specific protease 7 (Homo sapiens), Q9BQF6; recombinant SENP7, Z-RLRGG-aminoluciferin luminescence, 40 min; inhibition, % at 5 µM; 330,000 compounds, 1.5% hits;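 active = inhibition above about 50% at the single test dose, limit read from the data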;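 note: plate controls were DMSO with enzyme for no effect and no enzyme buffer wells for full effect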
Target sequence (Q9BQF6 706-1050 limits assumed): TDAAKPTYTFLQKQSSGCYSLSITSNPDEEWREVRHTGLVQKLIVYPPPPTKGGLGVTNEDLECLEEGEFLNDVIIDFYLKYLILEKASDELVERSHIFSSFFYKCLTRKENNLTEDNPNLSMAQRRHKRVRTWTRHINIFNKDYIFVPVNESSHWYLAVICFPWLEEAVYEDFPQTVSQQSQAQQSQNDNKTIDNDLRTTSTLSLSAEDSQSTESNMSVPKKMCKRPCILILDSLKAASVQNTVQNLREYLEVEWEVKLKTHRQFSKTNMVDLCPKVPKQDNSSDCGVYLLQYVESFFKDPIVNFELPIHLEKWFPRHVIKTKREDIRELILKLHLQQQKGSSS
HKDC1 inh: HKDC1 hexokinase inhibitors, primary screen, biochemical, fluorescence, uHTS; recombinant HKDC1, G6PDH/diaphorase resazurin coupled fluorescence; inhibition, % at 20 µM; 340,000 compounds, 0.16% hits; AID 493160, 2011;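 active = inhibition above about 35% when tested at 20 µM, limit read from the data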;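 note: plate controls were DMSO wells with enzyme for no effect and DMSO wells lacking enzyme for full effect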
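Test system: recombinant HKDC1 (HK5) hexokinase enzyme, produced in-house; Amount: enzyme 5 µg/mL final; Buffer or medium: Tris pH 8.0 buffer with MgCl2, Tween-20, BSA, BME; Reagent: glucose and ATP substrates; Doses: 20 µM test compound, 1% DMSO; Incubation: 90 min reaction incubation at room temperature, dark; Detection: resorufin fluorescence at 613 nm.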
SENP8 inh: human SENP8 protease inhibitors, primary screen, biochemical, fluorescence, Nedd8 protein substrate, uHTS. Sentrin-specific protease 8 (Homo sapiens), Q96LD8. recombinant SENP8. inhibition, % at 20 µM. 360,000 compounds, 0.64% hits; in the data active = inhibition mostly above about 40%, no sharp cut-off; inactive = mostly below about 27%
Target sequence (Q96LD8 whole entry, looked up): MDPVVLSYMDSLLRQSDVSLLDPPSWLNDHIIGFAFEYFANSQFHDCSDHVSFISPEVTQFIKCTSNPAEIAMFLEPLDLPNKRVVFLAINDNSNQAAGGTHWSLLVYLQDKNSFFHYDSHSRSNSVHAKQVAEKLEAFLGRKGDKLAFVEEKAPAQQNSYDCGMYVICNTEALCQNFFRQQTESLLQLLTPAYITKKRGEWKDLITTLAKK
MPTP inh: mitochondrial permeability transition pore inhibitors, primary screen, biochemical, isolated mouse mitochondria, absorbance; Ca2+ swelling absorbance, 30 min; inhibition, % at 10 µM; 360,000 compounds, 1.4% hits; AID 602449, 2012;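 active = inhibition of 50% or more, scaled per plate between neutral and stimulator controls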;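 note: 0% = DMSO wells given calcium and 100% = 1 mM EGTA wells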
SENP6 block: SENP6 protease inhibitors, primary screen, biochemical, luminescence, uHTS. Recombinant SENP6 catalytic domain, aminoluciferin luminescence. Sentrin-specific protease 6 (Homo sapiens), Q9GZR1. 330,000 compounds, 1.8% hits. inhibition, % at 10 µM. AID 2599, 2010;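 active = inhibition above about 50% at the single tested dose, limit read from the data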;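 note: plate controls were DMSO wells with enzyme for no effect and DMSO wells lacking enzyme for full effect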
NR3A LBD binder: binders of NR3A ligand-binding domain, primary screen, biophysical, differential scanning fluorimetry, uHTS; Glutamate receptor ionotropic, NMDA 3A (GRIN3A) ligand-binding domain; 340,000 compounds, 2.5% hits; Tm shift relative to glycine control, % at 25 µM; NR3A LBD differential scanning fluorimetry, Tm shift; 0% = protein alone, 100% = glycine-bound protein; AID 1259313, 2017;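 active = melting temperature shift of at least 10% of the positive control shift, at one fixed dose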
PfGluPho inh: PfG6PD enzyme inhibitors, primary screen, biochemical, fluorescence intensity, uHTS; inhibition, % at 20 µM; 350,000 compounds, 0.78% hits; PfGluPho enzyme, NADPH resazurin-diaphorase fluorescence;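 active = inhibition reaching at least a set limit at 20 µM in the primary screen, cut at about 59% in these data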;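 note: 0% = DMSO wells with substrate and 100% = DMSO wells lacking glucose-6-phosphate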
* hit, by the source's call; . = not tested or not shown.

The opening two records, ahead of the listing:
SMILES | ATG4B inh | SENP7 inh | HKDC1 inh | SENP8 inh | MPTP inh | SENP6 block | NR3A LBD binder | PfGluPho inh
CCOC(=O)C(C(=O)OCC)C1CCS(=O)(=O)C1 (centres undefined) | -4 | 1 | 2 | 30 | 1.9 | -4 | 2 | 6
COC(=O)c1cncc(C)c1 | 6 | 2 | 0 | 21 | -1.1 | -2 | 0 | -21

Main list, previewed entries included:
SMILES | ATG4B inh | SENP7 inh | HKDC1 inh | SENP8 inh | MPTP inh | SENP6 block | NR3A LBD binder | PfGluPho inh
CCOC(=O)C(C(=O)OCC)C1CCS(=O)(=O)C1 (centres undefined) | -4 | 1 | 2 | 30 | 1.9 | -4 | 2 | 6
COC(=O)c1cncc(C)c1 | 6 | 2 | 0 | 21 | -1.1 | -2 | 0 | -21
Cc1ccc(NC(=O)c2cc(-c3ccccc3)nn2-c2ccccc2)cc1 | 0 | -3 | 2 | 9 | 1.7 | -8 | -2 | 20
Cc1ccc(C(=O)COC(=O)c2cccs2)cc1 | -11 | 94* | 0 | 11 | -0.1 | 94* | -2 | 1
Cc1sc2nc(CSCC(=O)Nc3ccccc3C#N)[nH]c(=O)c2c1C | -2 | -5 | 7 | -68 | -0.3 | -4 | -3 | 8
O=C(Cn1cnc2ccccc2c1=O)NCC(=O)N1CCN(Cc2ccc3c(c2)OCO3)CC1 | -1 | 10 | 4 | 21 | 0.7 | -2 | -1 | -16
Cc1cccc(NC(=O)c2sc(C)nc2C)c1 | -5 | 16 | -1 | 16 | -0.7 | -38 | -2 | -4
Cc1ccc(-n2nc3c(=O)n(CC(=O)NCCc4ccccc4C)nc(C)c3c2C)cc1 | 12 | -14 | -1 | 3 | 2.0 | -8 | -3 | -16
COc1ccc(-c2ocnc2C(=O)Nc2ccc(N3CCOCC3)cc2N2CCOCC2)cc1OC | -8 | 0 | 2 | -14 | -0.1 | -2 | 0 | 15
O=C(CCCN1C(=O)C2CC=CCC2C1=O)Nc1cccc(F)c1 (centres undefined) | -6 | -3 | -2 | 10 | -0.3 | -3 | 11* | 12

Full records as entered above. Order of screens: ATG4B inh	SENP7 inh	HKDC1 inh	SENP8 inh	MPTP inh	SENP6 block	NR3A LBD binder	PfGluPho inh
Results for COC(=O)c1cncc(C)c1 : 6	2	0	21	-1.1	-2	0	-21
Results for Cc1cccc(NC(=O)c2sc(C)nc2C)c1 : -5	16	-1	16	-0.7	-38	-2	-4
Results for Cc1ccc(-n2nc3c(=O)n(CC(=O)NCCc4ccccc4C)nc(C)c3c2C)cc1 : 12	-14	-1	3	2.0	-8	-3	-16
Results for COc1ccc(-c2ocnc2C(=O)Nc2ccc(N3CCOCC3)cc2N2CCOCC2)cc1OC : -8	0	2	-14	-0.1	-2	0	15

Four of the compounds above, as tab-separated lines.
Compound	ATG4B inh	SENP7 inh	HKDC1 inh	SENP8 inh	MPTP inh	SENP6 block	NR3A LBD binder	PfGluPho inh
Cc1ccc(NC(=O)c2cc(-c3ccccc3)nn2-c2ccccc2)cc1	0	-3	2	9	1.7	-8	-2	20
Cc1ccc(C(=O)COC(=O)c2cccs2)cc1	-11	94*	0	11	-0.1	94*	-2	1
Cc1sc2nc(CSCC(=O)Nc3ccccc3C#N)[nH]c(=O)c2c1C	-2	-5	7	-68	-0.3	-4	-3	8
O=C(Cn1cnc2ccccc2c1=O)NCC(=O)N1CCN(Cc2ccc3c(c2)OCO3)CC1	-1	10	4	21	0.7	-2	-1	-16

(further entries)
SMILES | ATG4B inh | SENP7 inh | HKDC1 inh | SENP8 inh | MPTP inh | SENP6 block | NR3A LBD binder | PfGluPho inh
CC(=O)NC(Cc1c[nH]c2ccccc12)C(=O)NCc1ccc2c(c1)OCO2 (centres undefined) | 4 | -1 | -12 | -1 | 0.3 | -19 | 0 | -3
CCCSc1nc(C)c(C(C)=O)cc1C#N | 1 | 1 | -7 | 12 | -0.2 | 0 | 0 | 14
Cc1nc2ccc(NC(=O)C3CCN(S(=O)(=O)c4cccs4)CC3)cc2s1 | -12 | 10 | 6 | 9 | 6.5 | 1 | -9 | 3
C=CCN(C(=O)c1csnn1)C(C(=O)NCc1ccc(F)cc1)c1ccccc1F (centres undefined) | -2 | -3 | 2 | 11 | 1.8 | 13 | 0 | 5
Cc1ccc(C(=O)C(C)OC(=O)Cc2c[nH]c3ccccc23)cc1 (centres undefined) | 0 | -6 | 0 | 10 | -0.3 | -17 | -13 | 18
COC(=O)c1ccc2cc(OC)cc([N+](=O)[O-])c2n1 | -10 | . | -3 | 12 | -1.5 | . | 0 | 3
CCOc1ccc(Br)cc1S(=O)(=O)Nc1nc(CN2CCOCC2)nc2sc(C)c(C)c12 | 1 | -1 | 6 | -33 | -0.5 | -12 | -14 | -31
CNC(=O)CN(c1cc(OCCOC)c(Cl)cc1Cl)S(=O)(=O)c1ccc(OC)cc1 | 1 | 9 | -11 | 5 | 1.8 | 0 | -3 | 5
CN1CCN(C2=C(Cl)C(=O)N(c3ccc(Cl)cc3)C2=O)CC1 | 1 | -18 | 0 | 0 | 3.1 | -7 | -8 | -3
CCCSc1nnc2nc(C)cc(C)n12 | 9 | 0 | -7 | 7 | -2.1 | 2 | 0 | -3

Single entries from above.
Under SENP7 inh, `CCOC(=O)C(C(=O)OCC)C1CCS(=O)(=O)C1` (centres undefined) shows 1
Under PfGluPho inh, `COc1ccc(-c2ocnc2C(=O)Nc2ccc(N3CCOCC3)cc2N2CCOCC2)cc1OC` shows 15

Later entries
SMILES | ATG4B inh | SENP7 inh | HKDC1 inh | SENP8 inh | MPTP inh | SENP6 block | NR3A LBD binder | PfGluPho inh
Cc1ccnc(NC(=O)c2ccc(S(=O)(=O)N3CCC(C)CC3)cc2)c1 | -4 | -2 | -1 | 6 | -1.1 | 14 | 0 | 2
CC1CN(C(=O)CCc2ccccc2)C(C)CN1C(=O)CCc1ccccc1 (centres undefined) | -7 | 5 | -10 | 22 | -1.4 | -4 | 0 | -7
COc1cccc(-c2ccc3c(c2)C2CC3CCN2C(=O)c2ccc(Cl)cc2)c1 (centres undefined) | 4 | . | -1 | 13 | 0.6 | . | 1 | 8
Cc1ccccc1NC(=O)OCCN1CCN(Cc2ccccc2)CCC1=O | -10 | -2 | 1 | -9 | -1.4 | -11 | -1 | -1
CC(=O)c1cccc(CN2CCCC(CCC(=O)NCc3ccc(F)c(F)c3)C2)c1 (centres undefined) | 11 | 7 | -11 | -3 | 1.9 | 17 | 2 | 2
CC1CCCC(NC(=O)COC(=O)CSc2ccc3ccccc3c2)C1C (centres undefined) | 4 | -4 | 9 | 2 | 1.4 | -3 | -40 | 15
Cc1c(C(=O)O)oc2c1/C(=N\O)CC(C)(C)C2 | -3 | -4 | -10 | 18 | -5.4 | 4 | -2 | -9
CNC(=O)c1csc(-c2ccccc2)n1 | 0 | 4 | -4 | 5 | 0.7 | -12 | -2 | -16
Cc1nc(NC(=O)CN2CCOCC2)sc1C(=O)N(C)C | -4 | 2 | -3 | 6 | -0.2 | 5 | 0 | 14
CC(C)(C)[C@@H]1COC(=O)[C@@H](Cc2ccc(F)cc2)CC/C=C\C[C@@H](CC(=O)N(CCO)Cc2ccccc2)C(=O)N1 | 6 | -1 | 0 | 14 | -0.4 | -13 | 1 | 2
COc1ccc(N2CCN(c3c(S(=O)(=O)c4ccccc4)cnc4ccc(OC)cc34)CC2)cc1 | 38 | 5 | -10 | -2 | 1.1 | -4 | -1 | 15
O=C1CC2CS(=O)(=O)CC2N1c1ccc(Cl)cc1Cl (centres undefined) | -10 | 3 | -5 | 14 | -3.9 | 8 | -2 | 8
C=CCNC(=S)NNC(=O)c1cccc2ccccc12 | 9 | -1 | -2 | 2 | 1.8 | -8 | 3 | 0
O=C(NCc1cccnc1)c1ccc(COc2ccccc2Cl)cc1 | -12 | -6 | -8 | -6 | 5.0 | 0 | 2 | 11
O=C1CSc2ccc(C(=O)NCCC3=CCCCC3)cc2N1 | 3 | -6 | -1 | 12 | 0.0 | -4 | -1 | -12
Cc1ccc(OCCC(=O)N(CCC(C)C)c2c(N)n(Cc3ccccc3)c(=O)[nH]c2=O)cc1 | -6 | 1 | -5 | -12 | 0.7 | -2 | 0 | -6
COc1ccc(CCNC(=O)c2ccccc2SC)cc1 | 0 | 4 | -8 | 9 | 1.8 | -8 | 1 | 3
Cc1nn(Cc2ccc(Cl)cc2Cl)c(C)c1NC(=O)C1C2CCC(O2)C1C(=O)O (centres undefined) | -2 | -8 | -6 | 9 | 0.4 | -9 | 1 | 5
CNc1ccccc1C(=O)OC(C)C(=O)Nc1ccc(Cl)cn1 (centres undefined) | 4 | -8 | -4 | -390 | 12 | -7 | 5 | 5
Cc1ccc(CCN2CC(C(=O)NCc3ccco3)CC2=O)cc1 (centres undefined) | -9 | 16 | -10 | 8 | -0.7 | 8 | 2 | 4
COc1ccc2c(c1)CCc1c(C(=O)NCc3cccnc3)noc1-2 | -3 | -14 | 0 | 6 | -0.8 | 0 | 1 | 20
CCOC(=O)N1CCN(C(=O)CCNS(=O)(=O)c2cc(Br)cnc2N)CC1 | -9 | -7 | 2 | -39 | 0.3 | -1 | -1 | 6
CCCC(CNC(=O)COC(=O)C1=NNC(=O)CC1)c1ccc(Cl)cc1Cl (centres undefined) | -3 | -4 | -4 | 0 | 0.2 | -5 | 5 | 21
CC1CN(C(=O)CCC(=O)NCCCc2ccccc2)c2ccccc2O1 (centres undefined) | 5 | -8 | -3 | 0 | -0.2 | -6 | 0 | 11
CCSc1nnc(-c2ccncc2)o1 | 6 | 1 | 14 | 31 | 1.4 | 6 | -1 | 9
CC(=O)Nc1nc(-c2ccc(Br)s2)cs1 | 2 | 9 | -5 | 8 | -0.6 | -8 | -3 | -15
COc1cccc(NC(=O)CN(C)C(=O)c2ccc3c(c2)S(=O)(=O)N=C2CCCCCN23)c1 | 6 | 5 | 3 | 10 | 0.9 | -16 | -1 | -12
NC(=O)CSc1nc2cc(S(=O)(=O)N3CCOCC3)ccc2o1 | -2 | -1 | -6 | 10 | -0.9 | -13 | 2 | 55
CCn1c(/C=C/c2ccc([N+](=O)[O-])o2)nc2ccccc2c1=O | 11 | 9 | 5 | 0 | 2.0 | 13 | -2 | 17
COc1ccc(N2CCN(CC(=O)Nc3c(C)cc(C)cc3C)CC2)cc1 | 1 | -11 | -8 | 13 | -1.3 | -2 | 1 | -9
Cc1ncc(CO)c(CO)c1O | -6 | -9 | -1 | -96 | -0.3 | -16 | 2 | -12
CC1CC(C)CN(C(=O)C2CCCN(S(=O)(=O)c3cnc[nH]3)C2)C1 (centres undefined) | -6 | -6 | -3 | 19 | -0.1 | -34 | -1 | -6
CCCC(=O)NCCc1cc2c(C)ccc(C)c2[nH]c1=O | -13 | 2 | -7 | -82 | -0.8 | -8 | 0 | 2
O=C(CSc1nnc(CNC(=O)c2ccc(F)cc2)o1)NCC1CCCO1 (centres undefined) | 7 | 16 | -4 | 9 | 0.1 | -8 | 0 | -7
Cc1cc(C)c2[nH]c(=O)c(CN(Cc3ccc4c(c3)OCO4)Cc3nnnn3C3CCCC3)cc2c1 | -10 | 1 | -4 | -25 | 0.5 | -34 | 1 | 0

Source: PubChem (Sanford-Burnham Center for Chemical Genomics)
